# Screens (PubChem BioAssay)
# MC4R barr agon – agonists of human melanocortin 4 receptor (MC4R) beta-arrestin | U2OS MC4R beta-arrestin complementation, luminescence; percent of melanotan II response, DMSO zero | hit rate 0.98% among 360,000 | activation, % at 8.9 µM | AID 540308;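 active = activation above a per-plate cutoff, the mean activation of sample wells on that plate plus 3 SD, cut at about 8% in these data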
# Target sequence (P32245 whole entry, looked up): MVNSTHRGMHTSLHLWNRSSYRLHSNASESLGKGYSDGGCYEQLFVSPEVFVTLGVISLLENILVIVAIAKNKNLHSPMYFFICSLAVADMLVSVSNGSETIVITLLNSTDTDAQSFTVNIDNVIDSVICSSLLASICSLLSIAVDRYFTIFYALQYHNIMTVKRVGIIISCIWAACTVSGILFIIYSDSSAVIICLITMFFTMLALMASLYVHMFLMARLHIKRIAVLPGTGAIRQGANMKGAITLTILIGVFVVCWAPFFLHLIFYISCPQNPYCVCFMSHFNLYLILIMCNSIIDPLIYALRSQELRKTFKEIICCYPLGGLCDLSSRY
# MC4R antag cAMP – blocks human MC4R cAMP signaling; MC4R-expressing cells, MTII-stimulated cAMP, LANCE TR-FRET; inhibition, % at 6.5 µM; hit rate 0.48% among 360,000; AID 540295;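 active = inhibition above its plate's cutoff, the mean of tested wells on that plate plus 3 SD, cut at about 29% in these data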;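 note: 0% = Melanotan II alone and 100% = Melanotan II plus saturating MCL0020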
#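 system = U2OS cells with stable human MC4R expression | also added = Melanotan II challenge after compound preincubation | dosing = one concentration, 6.5 µM nominal | incubation = compound 30 min, challenge 1 h, detection 1 h | measured by = TR-FRET with Eu-cAMP and labeled anti-cAMP, 671 nm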
# H9c2 protect – myocardial damage modulation in H9c2 cells; protection from H2O2 cell death, % at 20 µM; H9c2 cardiomyocytes, H2O2 injury protection, ATPLite, 2 h; AID 588492; hit rate 0.63% among 360,000;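 active = compounds giving at least 50% protection of heart cells from peroxide-induced death in the single-dose screen, raw or plate-pattern-corrected value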;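 note: 0% = DMSO wells with peroxide and 100% = DMSO wells without peroxide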
# Granule exo inh – lytic granule exocytosis inhibition. TALL-104 LAMP-1 surface exposure, flow cytometry; cells stimulated with thapsigargin and PMA. inhibition, % at 10 µM. hit rate 0.66% among 360,000. AID 651702;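 active = inhibition above about 55%, limit read from the data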
# hiPSC survival – enhancers of human iPSC single-cell survival; survival enhancement, % at 20 µM; AID 602274; hit rate 0.044% among 360,000; hiPSC single-cell survival, ATPlite luminescence; 100% = ROCK inhibitor wells, 0% = DMSO; in the data active = survival enhancement above about 18%;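 note: cells exposed to compounds for 16 hours before the ATP read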
# N-glyco inh – blocks N-linked glycosylation in D54 reporter cells; D54 ERlucT glycosylation luciferase reporter, 24 h; percent of 100 nM tunicamycin response; reporter increase, % at 12.5 µM; hit rate 0.23% among 360,000; AID 588692;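 active = mean luciferase reporter signal, scaled so untreated is 0 and the glycosylation-blocking control 100, at or above a set limit in every replicate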;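 note: luciferase carries N-glycosylation sites so blocking glycosylation raises the light; 0% = median of neutral control wells and 100% = median of 100 nM tunicamycin wells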
# HTR2A ag – mouse HTR2A agonism via beta-arrestin recruitment | P35363 | CHO-K1 mHTR2A beta-arrestin complementation, luminescence; percent of 30 µM serotonin response | activation, % at 7.6 µM | hit rate 0.66% among 360,000;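 active = activation above a run cutoff, the mean activation of all tested compounds plus 3 SD, cut at about 14% in these data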;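 note: 0% = plate median of compound wells and 100% = 30 µM serotonin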
# Target sequence (P35363 whole entry, looked up): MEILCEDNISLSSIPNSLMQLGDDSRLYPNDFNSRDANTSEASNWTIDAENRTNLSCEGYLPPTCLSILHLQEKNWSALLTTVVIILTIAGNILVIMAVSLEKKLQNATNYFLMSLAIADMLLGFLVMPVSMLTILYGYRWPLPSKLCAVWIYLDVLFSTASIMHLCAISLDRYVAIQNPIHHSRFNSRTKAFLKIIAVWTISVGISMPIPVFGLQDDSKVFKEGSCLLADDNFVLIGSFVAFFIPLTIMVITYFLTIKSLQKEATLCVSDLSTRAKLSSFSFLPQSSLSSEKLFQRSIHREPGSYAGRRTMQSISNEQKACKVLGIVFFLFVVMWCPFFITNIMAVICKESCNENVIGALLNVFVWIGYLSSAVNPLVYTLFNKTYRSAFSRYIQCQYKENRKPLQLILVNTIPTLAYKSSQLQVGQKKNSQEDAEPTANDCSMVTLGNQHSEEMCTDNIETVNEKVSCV
# aDG glyco up – increases alpha dystroglycan glycosylation. hit rate 0.22% among 360,000. Pro5-aDG cells, alpha-DG glycosylation AlphaScreen (IIH6); 0% Pro5, 100% B10-LARGE cell signal. activation, % at 10 µM. AID 624168;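 active = activation of at least 8% versus controls, or a plate z-score of at least 8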;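 note: Pro5 are CHO cells carrying HIG-tagged alpha-DG that lacks glycosylation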
# ABCB6 inh 2 – inhibitors of human ABC transporter ABCB6 | fluorescence ratio to DMSO, % at 10 µM | AID 602162 | hit rate 0.19% among 360,000 | K562-ABCB6 porphyrin accumulation, flow cytometry, 1 h; stronger effect = lower value;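 active = fluorescence ratio to DMSO below 75%, the collection mean minus 3 SD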;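 note: signal is porphyrin accumulated inside mitochondria; 100% equals median channel fluorescence of DMSO control wells; lower ratio means ABCB6 inhibition with less porphyrin fluorescence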
# ABHD5-PLIN5 inh – inhibitors of human ABHD5-perilipin-5 interaction | Split G. princeps luciferase complementation, luminescence, 4 h | hit rate 0.78% among 360,000 | Q00G26+Q8WTS1 | AID 602281 | inhibition, % at 4 µM;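 active = inhibition above the mean inhibition across every tested compound plus 3 SD, cut at about 22% in these data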;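 note: 0% = DMSO only wells and the 100% control is not disclosed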
# * hit, by the source's call; . = not tested or not shown.
SMILES,MC4R barr agon,MC4R antag cAMP,H9c2 protect,Granule exo inh,hiPSC survival,N-glyco inh,HTR2A ag,aDG glyco up,ABCB6 inh 2,ABHD5-PLIN5 inh
CC(C)c1ccc(S(=O)(=O)N2CCN(C(=O)C3CCCC3)CC2)cc1,-0.7,2,-1,10,0.4,1,0,0.3,96,-2
OC(CNc1ncnc2sccc12)c1ccccc1 (stereo not drawn),-1.7,6,-9,-5,0.2,-3,7,1.2,93,-5
CCC(C(=O)NCc1ccccc1)n1c(-c2ccc3c(c2)CCO3)nc2ccccc21 (stereo not drawn),.,.,.,-12,.,.,-6,0.2,.,-13
CCOC(=O)CCNC(=O)N1CCCC(CCC(=O)N(C)CCc2ccccn2)C1 (stereo not drawn),-1.5,-1,4,4,-2.5,3,-1,1.7,90,2
COc1ccc(Nc2nccc(N(C)C)c2C#N)cc1,3.3,15,3,-4,-0.7,0,5,0.0,97,-13
CSCCC(/C(O)=C(\C#N)c1nc2ccccc2[nH]1)N1C(=O)c2ccccc2C1=O (stereo not drawn),-2.1,3,10,-3,-1.5,-1,11,2.1,98,0
CC(NC(=O)COc1cc(=O)n(C)c2ccccc12)c1ccc2c(c1)OCCO2 (stereo not drawn),-1.4,7,8,-2,-1.2,3,-1,0.2,96,3
COC(=O)N1CN(C(=O)OC)CN(C(=O)OC)C1,-1.1,3,16,0,1.0,0,-2,-0.2,98,0
CN1C(=O)[C@H]2[C@@H](c3ccccc3)N[C@]3(CCCN(Cc4ccc(F)cc4)C3=O)[C@H]2C1=O,-1.4,0,16,1,-0.2,2,0,0.0,98,3
CCOC(=O)C1=CNS(=O)(=O)NC1c1ccc2ccccc2c1 (stereo not drawn),0.1,2,-3,-1,2.1,2,0,-0.1,99,1
CCC(=O)Nc1ccc(N2CCN(C(=O)c3cccs3)CC2)cc1,-1.5,0,-8,0,0.0,-5,-1,0.3,99,-4
CCCCNC(=O)C1(C)CCN1C(=O)Cc1cccc2ccccc12 (stereo not drawn),-0.7,-5,8,-11,5.9,-1,2,-0.1,96,-2

# Whole records from above:
# Listed for CCOC(=O)CCNC(=O)N1CCCC(CCC(=O)N(C)CCc2ccccn2)C1 (stereo not drawn) = MC4R barr agon: -1.5; MC4R antag cAMP: -1; H9c2 protect: 4; Granule exo inh: 4; hiPSC survival: -2.5; N-glyco inh: 3; HTR2A ag: -1; aDG glyco up: 1.7; ABCB6 inh 2: 90; ABHD5-PLIN5 inh: 2
# Listed for OC(CNc1ncnc2sccc12)c1ccccc1 (stereo not drawn) = MC4R barr agon: -1.7; MC4R antag cAMP: 6; H9c2 protect: -9; Granule exo inh: -5; hiPSC survival: 0.2; N-glyco inh: -3; HTR2A ag: 7; aDG glyco up: 1.2; ABCB6 inh 2: 93; ABHD5-PLIN5 inh: -5
# Listed for CSCCC(/C(O)=C(\C#N)c1nc2ccccc2[nH]1)N1C(=O)c2ccccc2C1=O (stereo not drawn) = MC4R barr agon: -2.1; MC4R antag cAMP: 3; H9c2 protect: 10; Granule exo inh: -3; hiPSC survival: -1.5; N-glyco inh: -1; HTR2A ag: 11; aDG glyco up: 2.1; ABCB6 inh 2: 98; ABHD5-PLIN5 inh: 0

# Going on with the list:
SMILES,MC4R barr agon,MC4R antag cAMP,H9c2 protect,Granule exo inh,hiPSC survival,N-glyco inh,HTR2A ag,aDG glyco up,ABCB6 inh 2,ABHD5-PLIN5 inh
CCN(Cc1ccccc1)C(c1ccncc1)c1nnnn1C(C)(C)C (stereo not drawn),0.0,-2,0,2,1.6,-2,-5,-0.2,94,-3
COCCCNC(=S)NCCCNc1nc2cc3c(cc2cc1C#N)OCO3,1.2,11,-5,1,-1.1,5,3,0.2,107,-22
O=C(c1cc2ccccc2oc1=O)N1CCCN(C(=O)c2cc3ccccc3oc2=O)CC1,-1.1,-1,11,-3,0.7,0,3,-0.1,95,-6
O=c1cc(-c2ccccc2)nc2cc(-c3ccc(Br)cc3)[nH]n12,-0.2,1,3,-6,-0.5,7,2,0.1,98,4
CC(C)=C(c1ccc(Cl)cc1)c1c(N)ncnc1N,-0.8,12,-2,7,-2.3,0,-4,-0.2,106,-4
Cc1ccc(S(=O)(=O)N2[C@@H](c3cccc(Cl)c3)C(C(=O)O)=CC[C@H]2c2ccc(Cl)c(Cl)c2)cc1,0.6,14,4,4,2.7,-2,-3,0.0,99,3
COc1cc(C(=O)NCC(=O)N/N=C(/C)c2ccc3c(c2)CCCC3)cc(OC)c1OC,-1.3,8,2,-1,1.6,1,5,0.1,93,1
COc1cc2c(cc1OC)C(C)N(S(=O)(=O)c1cccs1)CC2 (stereo not drawn),0.7,17,10,2,-0.5,2,-1,-0.1,99,-4
COC(=O)c1ccc(NS(=O)(=O)c2ccc(-c3cc(C)no3)s2)cc1,-0.8,-5,-2,0,-0.1,0,-3,-0.1,100,2
Cc1ccccc1NC1=CC(=O)CC(C)(C)C1,-1.1,4,-2,5,0.1,0,3,0.2,97,1
Cc1cccc(OCCn2c(CCCO)nc3ccccc32)c1,-1.5,2,-6,-3,0.1,2,-2,0.2,100,-1
COc1ccc(OCC(=O)NNC(=O)c2cc3ccccc3o2)cc1,-2.5,18,4,-1,-0.4,3,3,-0.2,98,-2
COc1ccc(C(=O)N[C@H](C(=O)NCCCSc2ccccc2)C(C)C)cc1,-2.8,4,-2,2,-0.3,-3,-7,0.1,93,10
CC1(C)CC(=O)C=C(NCCc2ccc(S(N)(=O)=O)cc2)C1,-1.1,-3,8,-1,0.5,-1,4,-0.1,99,-7
CCCCOC(=O)CCc1c(C)[nH]c(=S)[nH]c1=O,1.2,2,7,18,-2.5,1,0,0.2,99,11
COc1ccc(C(=O)NNC(=O)c2ccccc2[N+](=O)[O-])cc1,-3.4,-8,-3,-5,-1.3,3,5,-0.1,92,0
Cc1ccc(C(c2nnnn2CC2CCCO2)N2CCN(C)CC2)cc1 (stereo not drawn),-1.6,5,0,-4,0.6,-1,0,2.2,93,0
Cc1c(NC(=O)C(C)N2C(=O)C3C4C=CC(C4)C3C2=O)c(=O)n(-c2ccccc2)n1C (stereo not drawn),-1.2,7,-5,2,-0.2,2,1,0.0,96,0
Cc1nn(-c2ccccc2)nc1CNC(=O)C1CCC1,-1.2,4,-3,-6,0.9,4,-1,0.1,104,-5
Cc1cccc(S(=O)(=O)C(C#N)c2nc3ccccc3nc2N2CCCC2)c1 (stereo not drawn),-2.9,3,44,5,6.5,8,3,0.1,194,-22
CC(=Nc1ccccc1O)c1sc2ccccc2c1O,0.5,-2,12,1,-0.3,-6,1,0.1,100,0
O=C(O)C1(Nc2ccccc2Cl)CCCC1,-0.8,11,1,-3,1.8,0,-1,0.0,99,-1
Cc1c(Cl)cccc1NC(=O)c1cc(C2CC2)on1,-0.6,13,-16,-7,2.1,0,2,0.0,100,5
O=C(Cn1nnc(-c2cccc(C(F)(F)F)c2)n1)N1CCOCC1,-1.6,1,0,-3,4.6,2,8,0.1,99,-4
O=C(c1ccc(OC2CCN(CCc3ccccc3)CC2)cc1)N1CCC(CO)CC1,1.1,5,-2,-13,0.2,-1,-8,-0.1,99,-2
Nc1ccc(NC(=O)c2cccs2)c(Cl)c1,0.8,-2,-4,0,-0.4,-1,4,-0.1,104,3
O=S(=O)(NCC(c1ccco1)N1CCN(c2ccc(F)cc2)CC1)c1ccc2c(c1)OCCO2 (stereo not drawn),-0.1,-5,-3,4,-1.6,-5,-5,-0.2,92,-3
O=c1c2cn(Cc3ccc(F)cc3)c3ccccc3c-2nn1Cc1ccc(F)cc1,0.6,21,3,-9,0.9,1,1,0.2,96,-9
CCN(CC)CCCn1c2c(c(SCC(=O)Nc3ccc(F)c(F)c3)nc1=O)CCC2,-2.5,11,7,-2,-0.4,-6,-1,0.4,100,-3
CCCc1nc(N)c(C#N)c(-c2ccco2)c1CC,2.9,1,3,0,-1.3,2,-6,0.1,97,2
CCN(CC)C(=O)c1ccc(-c2nnc(OC)c3ccccc23)cc1,-0.6,11,0,-9,1.7,-2,-6,0.0,94,-3
CCOC(=O)C(=NC1CCS(=O)(=O)C1)NNc1ccccc1Cl (stereo not drawn),-1.2,8,-3,2,0.1,2,-3,-0.1,100,-3
O=c1c(Cl)c(NCc2ccco2)cnn1C12CC3CC(CC(C3)C1)C2,-1.8,-1,-6,-1,0.5,0,-1,0.2,92,1
O=c1[nH]c2c(cnn2-c2ccc(Cl)cc2)c(=O)n1-c1cccc(Cl)c1,-0.7,-1,-4,-6,-0.6,2,11,-0.1,100,-38
COc1ccc(CC2(CO)CCN(C(=O)NCc3ccccc3)CC2)cc1,-1.8,5,-6,44,0.7,-1,1,-0.2,99,2
CCN(CC)CCn1c(NCc2ccc(C)o2)nc2ccccc21,-2.3,4,-10,0,2.8,-1,-7,-0.2,97,2
COC(=O)c1c(-c2ccco2)csc1NC(=O)C1CC=CCC1C(=O)O (stereo not drawn),-0.6,9,-2,-1,1.0,2,-4,-0.1,118,17
COC(=O)c1sccc1NC(=O)COc1ccccc1Cl,-1.0,13,-2,1,-0.4,-2,1,0.5,97,1
Cn1c(N)c(C(=O)CSc2nc3ccccc3c(=O)n2CCCN2CCOCC2)c(=O)n(C)c1=O,-2.2,19,-2,1,-0.3,-1,0,0.1,98,-4
CN(C)CCNc1ccc(-c2nn(C)c(=O)c3ccccc23)cc1[N+](=O)[O-],0.8,-13,8,3,-3.2,3,4,-0.3,105,8
Cc1nccn1CC(=O)N/N=C/c1c[nH]c2ccccc12,-0.7,-3,-4,-1,0.8,3,-5,-0.2,104,2
COC(=O)C(NC(C)=O)(Nc1nc2ccc(C)cc2s1)C(F)(F)F (stereo not drawn),-0.1,24,3,0,2.6,0,3,0.2,88,-7
O=C(c1nn2c(C(F)(F)F)cc(-c3cccs3)nc2c1Cl)N1CCCc2ccccc21,-1.8,-4,-5,4,-1.2,-13,-1,-0.1,475,-7
Cn1c(=S)n(/N=C/c2ccc3c(c2)OCO3)c2ccccc21,-2.0,3,-4,-2,-2.3,2,7,0.3,97,-1
O=C(NC(=S)N1CCCc2ccccc21)c1ccc(Cl)cc1,-2.8,9,-4,0,-0.6,1,-4,-0.3,96,-3
CCOC(=O)N/N=C/c1c(C)nn(-c2cccc(C(F)(F)F)c2)c1Cl,3.7,1,-8,1,-0.8,10,-3,0.0,90,-4

# 2 entries from above, field by field.
molecule: COC(=O)C(NC(C)=O)(Nc1nc2ccc(C)cc2s1)C(F)(F)F (stereo not drawn)
  MC4R barr agon: -0.1	MC4R antag cAMP: 24	H9c2 protect: 3	Granule exo inh: 0	hiPSC survival: 2.6	N-glyco inh: 0	HTR2A ag: 3	aDG glyco up: 0.2	ABCB6 inh 2: 88	ABHD5-PLIN5 inh: -7
molecule: O=C(c1nn2c(C(F)(F)F)cc(-c3cccs3)nc2c1Cl)N1CCCc2ccccc21
  MC4R barr agon: -1.8	MC4R antag cAMP: -4	H9c2 protect: -5	Granule exo inh: 4	hiPSC survival: -1.2	N-glyco inh: -13	HTR2A ag: -1	aDG glyco up: -0.1	ABCB6 inh 2: 475	ABHD5-PLIN5 inh: -7
